SKN-1 block: inhibitors of C. elegans SKN-1; C. elegans VP596 Pgst-4::GFP/RFP ratio, acrylamide-induced, 24 h; inhibition, % at 21.8 µM; 360,000 compounds, 0.49% hits;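 active means interference check ratio from 0.5 to 1.5 plus GFP to RFP signal ratio inhibition reaching or exceeding a fixed threshold, cut at about 30% in these data, passing the limit was not always enough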; further: some compounds called inactive have numbers as strong as hits
STEP block: STEP (human) phosphatase inhibition; P54829; recombinant STEP, OMFP fluorogenic substrate, fluorescence; inhibition, % at 20 µM; 360,000 compounds, 0.25% hits; AID 588621;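 active means inhibition at 20 µM, scaled per plate between control wells, above about 37%, limit read from the data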;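 further: 0% = DMSO with enzyme and substrate and 100% = substrate only without enzyme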
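Also added – OMFP at 25 µM · Test system – STEP tyrosine phosphatase · Technique – FITC-channel fluorescence of OMFP product · Schedule – 20 min at room temperature, dark · Evaluation – control-normalized % inhibition with plate pattern correction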
Tb MetRS inh: blocks T. brucei methionyl-tRNA synthetase activity | purified T. brucei MetRS, ATP depletion, Kinase-Glo luminescence | inhibition, % at 11.9 µM | 360,000 compounds, 0.4% hits | AID 624268;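 active means inhibition above a per-plate cutoff of the control wells' mean inhibition plus 3 SD, cut at about 5.5% in these data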;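 further: 0% = DMSO wells median and 100% = median of wells with control inhibitor compound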
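System: purified T. brucei MetRS enzyme / Detection: Kinase-Glo luciferase luminescence reporting remaining unconsumed ATP / Medium: HEPES buffer with MgCl2, KCl, DTT, spermine, BSA, pyrophosphatase / Replication: singlicate, one well per compound / Evaluation: percent inhibition relative to median high and low control wells / Schedule: 2 h aminoacylation at 25 °C after 15 min preincubation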
NadD block: inhibitors of Staphylococcus aureus NadD; purified NadD enzyme, colorimetric absorbance read-out; 360,000 compounds, 0.78% hits; inhibition, % at 20 µM; in the data active means inhibition above about 26%; further: some compounds past the cut are filed as inactive
NRP1-CendR mod: alters CendR peptide binding to human NRP-1; O14786; FAM-RPARPAR peptide binding to NRP-1, fluorescence polarization; inhibition, % at 25 µM; 360,000 compounds, 0.85% hits; AID 602438;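 active means inhibition or corrected inhibition above about 18%, plus a signal ratio from 0.5 to 1.5, limit read from the data, passing the limit was not always enough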; further: strong numbers were not always called active
Neddylation inh: cullin neddylation inhibition. AID 651699. calls only at 25 µM. TR-FRET cullin neddylation, biochemical. 360,000 compounds, 0.58% hits. P61081+Q13564; in the data active means inhibition above about 36%
SUMO1-SIM PPI: alters human SUMO1 binding to SIM partners; P63165; SUMO1 binding to a labelled peptide, TR-FRET, 1 h; inhibition, % at 20 µM; 360,000 compounds, 0.33% hits; in the data active means inhibition above about 37%
Target sequence (P63165 whole entry, looked up): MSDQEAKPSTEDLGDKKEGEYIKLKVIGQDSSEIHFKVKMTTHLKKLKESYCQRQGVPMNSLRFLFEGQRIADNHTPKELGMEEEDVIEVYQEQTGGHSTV
LMPTP block: LMPTP (human) inhibition; inhibition, % at 20 µM; 360,000 compounds, 0.22% hits; recombinant LMPTP-A, OMFP fluorogenic substrate, fluorescence intensity; P24666;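 active means compounds that cut the enzyme signal by at least half of the control window in the single-dose screen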;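 further: plate controls were DMSO wells with enzyme plus substrate for no effect and substrate without enzyme for full effect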
Target sequence (P24666 whole entry, looked up): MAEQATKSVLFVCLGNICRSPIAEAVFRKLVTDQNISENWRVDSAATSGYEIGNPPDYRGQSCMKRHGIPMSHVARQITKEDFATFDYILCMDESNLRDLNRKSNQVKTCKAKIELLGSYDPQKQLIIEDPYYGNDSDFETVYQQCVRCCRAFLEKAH
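Assay system: LMPTP-A, protein tyrosine phosphatase of low molecular weight / Medium: pH 6.0 Bis-Tris buffer with DTT and Triton X-100 / Schedule: 50 min enzyme reaction at room temperature, protected from light / Measured by: endpoint fluorescence intensity from OMFP dephosphorylation / Read-out basis: % inhibition relative to no-enzyme and uninhibited control wells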
DNMT1 inh: blocks human DNA methyltransferase DNMT1; P26358; DNMT1 molecular beacon, Hinp1I cleavage, fluorescence; inhibition (reported as % activation of signal), % at 10 µM; 360,000 compounds, 0.83% hits; AID 588458; in the data active means inhibition above about 50%
Scp1 inh: inhibitors of human Scp-1 phosphatase. inhibition, % at 20 µM. Recombinant Scp1, phosphopeptide, malachite green phosphate absorbance. AID 493091. 340,000 compounds, 0.88% hits. Q9GZU7;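 active means inhibition above about 50% at 20 µM, limit read from the data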;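 further: plate controls were DMSO wells with enzyme for no effect and wells lacking enzyme for full effect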
Target sequence (Q9GZU7 76-261 limits assumed): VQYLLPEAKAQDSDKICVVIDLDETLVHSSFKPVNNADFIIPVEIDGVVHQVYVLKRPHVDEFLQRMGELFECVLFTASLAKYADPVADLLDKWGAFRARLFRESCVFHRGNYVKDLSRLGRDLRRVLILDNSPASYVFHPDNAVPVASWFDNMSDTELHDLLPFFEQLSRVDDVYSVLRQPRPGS
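System: SCP-1 catalytic domain; Reagent: Phospho 17-mer peptide substrate; Doses: one concentration, 20 µM, with 1.0% DMSO; Incubation: 45 min room-temperature reaction, 5 min colour, 30 min stabiliser; Signal: Phosphate-binding colour reagent, absorbance read at 630 nm.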
An asterisk follows results filed as active; i = inactive; / = not tested or not shown.

Short forms – A = SKN-1 block; B = STEP block; C = Tb MetRS inh; D = NadD block; E = NRP1-CendR mod; F = Neddylation inh; G = SUMO1-SIM PPI; H = LMPTP block; I = DNMT1 inh; J = Scp1 inh
Compound: Cc1ccc(NC(=O)Nc2cnc3ccccc3c2)cc1
  A: -10.2 | B: 0.1 | C: 0.8 | D: -3.9 | E: 5.4 | F: i | G: 4.6 | H: 2.4 | I: 0.7 | J: -16.3
Compound: COC(=O)C1(S(=O)(=O)c2cc(Br)cc3c2N(C(C)=O)CC3)CC1
  A: 15.2 | B: 2.1 | C: -0.6 | D: 4.3 | E: -2.3 | F: i | G: 2.6 | H: -0.3 | I: 6.2 | J: -3.1
Compound: COc1cccc(OC)c1OCCN1CCC(C(=O)NC(c2ccccc2)c2ncccc2C)CC1 (stereo unspecified)
  A: -13.3 | B: 1.1 | C: -0.1 | D: -5.9 | E: 0.1 | F: i | G: 5.3 | H: -1.1 | I: 1.0 | J: /
Compound: Cc1cccc(N2CCN(C(=O)CCNS(=O)(=O)c3cccs3)CC2C)c1 (stereo unspecified)
  A: 8.6 | B: -1.6 | C: -0.3 | D: -0.8 | E: -19.3 | F: i | G: -1.9 | H: -0.1 | I: 2.5 | J: -3.1
Compound: CC1=NN(/C(=N\c2nnc(C)s2)Nc2ccc(C)cc2)[C@H](c2ccc(C)cc2)S1
  A: -9.5 | B: 0.2 | C: -0.3 | D: 1.8 | E: -5.0 | F: i | G: -1.2 | H: -0.6 | I: -0.5 | J: 6.3
Compound: Cc1ccc2cc(C)c(Sc3nnnn3-c3ccccc3)nc2c1
  A: 10.1 | B: -0.7 | C: -0.4 | D: -7.0 | E: -4.3 | F: i | G: -1.4 | H: 1.9 | I: 0.9 | J: -5.5
Compound: Cc1cc(C)c(C)c(S(=O)(=O)N2CCC(C(=O)NCc3ccco3)CC2)c1C
  A: 6.3 | B: 2.5 | C: -0.2 | D: 0.2 | E: 1.6 | F: i | G: 1.4 | H: 0.9 | I: 0.4 | J: -7.3
Compound: C=CCNS(=O)(=O)c1cc(S(=O)(=O)NCC=C)c(OC)cc1OC
  A: 14.3 | B: -5.1 | C: -0.5 | D: 7.5 | E: 8.2 | F: i | G: -3.5 | H: -1.3 | I: 2.0 | J: -1.3
Compound: CC(=O)Nc1ccc(C(=O)OCC(=O)Nc2ccc(N3CCOCC3)cc2)cc1
  A: -1.1 | B: -1.0 | C: 0.2 | D: 7.3 | E: -0.4 | F: i | G: 5.0 | H: -0.6 | I: -5.7 | J: -9.6
Compound: O=C(N=NC(=O)c1ccc2c(O)n(C3CCCCC3)c(O)c2c1)c1cccnc1
  A: 4.3 | B: -1.5 | C: -0.2 | D: 6.0 | E: -10.5 | F: i | G: -16.6 | H: -1.1 | I: 1.5 | J: -4.1
Compound: O=C(O)CSc1nc2ccccc2[nH]1
  A: -3.2 | B: 1.1 | C: -0.5 | D: -5.2 | E: -10.4 | F: i | G: 8.6 | H: 2.6 | I: -0.5 | J: -3.4
Compound: Cc1cc(NC(=O)CS(=O)(=O)c2ccc(Cl)cc2)no1
  A: 11.6 | B: -0.7 | C: -0.4 | D: 3.1 | E: -0.8 | F: i | G: -0.6 | H: -2.0 | I: 3.1 | J: 0.0
Compound: CCOC(=O)CSc1nc2ccccc2c(=O)n1CC1CCCC1
  A: 4.2 | B: -2.0 | C: -1.1 | D: 0.3 | E: 4.2 | F: i | G: 3.5 | H: 2.7 | I: -0.4 | J: -12.3
Compound: O=C(NN=C1CCCC1)c1ccc(O)cc1
  A: -3.0 | B: -0.8 | C: 0.3 | D: 6.1 | E: 0.3 | F: i | G: -2.6 | H: -0.3 | I: -0.9 | J: -5.1
Compound: CC(C)NS(=O)(=O)c1ccc(OCC(=O)NCc2ccc3c(c2)OCO3)c(Cl)c1
  A: -1.7 | B: 6.3 | C: 0.0 | D: 0.6 | E: 14.7 | F: i | G: -5.2 | H: -0.7 | I: -0.4 | J: -1.2

Exported with bars between the fields: part of the list above
compound | SKN-1 block | STEP block | Tb MetRS inh | NadD block | NRP1-CendR mod | Neddylation inh | SUMO1-SIM PPI | LMPTP block | DNMT1 inh | Scp1 inh
Cc1cc(NC(=O)CS(=O)(=O)c2ccc(Cl)cc2)no1 | 11.6 | -0.7 | -0.4 | 3.1 | -0.8 | i | -0.6 | -2.0 | 3.1 | 0.0
O=C(N=NC(=O)c1ccc2c(O)n(C3CCCCC3)c(O)c2c1)c1cccnc1 | 4.3 | -1.5 | -0.2 | 6.0 | -10.5 | i | -16.6 | -1.1 | 1.5 | -4.1
CC1=NN(/C(=N\c2nnc(C)s2)Nc2ccc(C)cc2)[C@H](c2ccc(C)cc2)S1 | -9.5 | 0.2 | -0.3 | 1.8 | -5.0 | i | -1.2 | -0.6 | -0.5 | 6.3
CCOC(=O)CSc1nc2ccccc2c(=O)n1CC1CCCC1 | 4.2 | -2.0 | -1.1 | 0.3 | 4.2 | i | 3.5 | 2.7 | -0.4 | -12.3
CC(=O)Nc1ccc(C(=O)OCC(=O)Nc2ccc(N3CCOCC3)cc2)cc1 | -1.1 | -1.0 | 0.2 | 7.3 | -0.4 | i | 5.0 | -0.6 | -5.7 | -9.6
Cc1ccc(NC(=O)Nc2cnc3ccccc3c2)cc1 | -10.2 | 0.1 | 0.8 | -3.9 | 5.4 | i | 4.6 | 2.4 | 0.7 | -16.3

Going on with the list:
Results follow in this order: SKN-1 block | STEP block | Tb MetRS inh | NadD block | NRP1-CendR mod | Neddylation inh | SUMO1-SIM PPI | LMPTP block | DNMT1 inh | Scp1 inh
- COc1cccc(-n2c(=S)sc3c(=O)n(-c4ccccc4OC)c(=S)[nH]c32)c1
  1.0 | 6.3 | -0.5 | 13.6 | -0.8 | i | 2.1 | 0.8 | -0.3 | -7.1
- COc1ccc(CC(=O)Nc2cccc3ccccc23)cc1OC
  9.5 | -1.8 | -0.6 | -6.5 | 4.1 | i | -12.5 | 0.2 | -5.9 | -7.5
- NC(=O)C1CCN(CC(=O)Nc2cccc(C(=O)Nc3cccc(C(F)(F)F)c3)c2)CC1
  -14.0 | -3.1 | -0.9 | -2.8 | -4.0 | i | 0.2 | -0.2 | -0.3 | -1.3
- COc1ccc(C(=O)COc2nc(C)cc(C)c2C#N)cc1
  5.4 | -1.2 | -0.2 | -8.6 | -17.3 | i | -2.8 | -2.1 | 0.7 | -17.2
- COc1ccc(NC(=S)Nc2ccc3nccnc3c2)cc1
  -15.0 | 1.2 | -0.4 | 3.5 | -2.2 | i | -13.6 | 0.9 | -13.5 | 0.5
- COc1ccc(N2CCN(c3ncnc4scc(-c5ccc(C)cc5)c34)CC2)cc1
  14.9 | 6.3 | -0.2 | 5.8 | 3.0 | i | 2.1 | 5.3 | -1.2 | 7.6
- O=C1N(CCCCN2C(=O)C3(OCCO3)c3ccccc32)c2ccccc2C12OCCO2
  11.2 | -0.3 | -0.5 | 2.6 | 12.7 | i | 1.8 | -0.9 | -2.2 | -4.3
- O=S(=O)(/C=C/c1ccccc1)n1cnc2ccccc21
  -6.8 | -2.2 | -0.3 | 4.7 | 13.2 | i | -1.1 | -2.1 | -23.0 | 9.8
